Source: PubChem
MKP-3 inhibition: MKP-3 phosphatase inhibitors, primary screen, biochemical, rat enzyme, in vitro (AID 425); one-dose inhibition, % at 20 µM; IC50 in µM for titrated hits; 110,000 tested, 0.17% active; recombinant MKP-3 phosphatase activity, fluorescence; higher % means a stronger effect; in the data active = inhibition above about 50%;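 also: plate controls were vehicle for no effect and reference inhibitor for full effect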
Hsp70 inhibitors: Hsp70 inhibitors, probe displacement, primary screen, biochemical, fluorescence polarization (AID 583) | Hsp70 fluorescence polarization probe displacement, mP; higher % means a stronger effect | 140,000 tested, 0.06% active | one-dose displacement, % at 20 µM; IC50 in µM for titrated hits; in the data active = displacement above about 50%;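 also: plate controls were vehicle for no effect and reference ligand for full effect; a part of the inactive calls stands beside numbers as strong as those of hits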
An asterisk follows results filed as active; . = no result given; & = joins results of further samples.

SMILES	MKP-3 inhibition	Hsp70 inhibitors
COCc1[nH][nH]c(=O)c1C=Nc1ccccc1	.	-0.3%
CC(C)OC(=O)c1c(NC(=O)c2cccnc2)sc2c1CCCCC2	-1.3%	80.1%*
Cc1nc2sc(C(c3cccs3)N3CCN(Cc4ccccc4)CC3)c(O)n2n1 (centres undefined)	-5.2%	-5.7%
CCc1nnc(NS(=O)(=O)c2ccc(NS(=O)(=O)c3ccc4ccccc4c3)cc2)s1	1.6%	-11.1%
Cc1c(C2Nc3ccccc3C(=O)N2O)cnn1C (centres undefined)	.	0.9%
Cc1nc2sc(C(c3ccc(F)cc3)N3CCOCC3)c(O)n2n1 (centres undefined)	3.7%	0.4%
NC1=NC(c2ccccc2)n2c(nc3ccccc32)N1 (centres undefined)	0.5%	4.0%
CN1C(=O)C(=Cc2ccc(OCc3ccccc3F)cc2)C(=O)N(C)C1=O	0.0%	0.7%
COc1ccc(C(=O)OCc2cc3cccc(C)c3[nH]c2=O)cc1	0.8%	-1.9%
CCCc1cc(=O)oc2cc(OCC(=O)c3ccc(F)cc3)ccc12	2.7%	-3.3%
CCOC(=O)c1cnc(SC)nc1Sc1ccccc1Cl	.	-0.5%
CC(C)NC(=O)c1ccccc1NC(=O)CS(=O)(=O)Cc1ccccc1	.	-7.6%
Clc1cccc(NCc2nnc(SCc3ccccc3)o2)c1	-3.6%	5.1%
CCCCOC(=O)c1ccc(OC(=O)c2cccnc2)cc1	-7.9%	-0.1%
CCCCCn1c(CNC(=O)CC)nc2ccccc21	-6.1%	-2.3%
COc1ccc(CNC(=O)c2cc3n(n2)C(C(F)(F)F)CC(c2ccc(Cl)c(Cl)c2)N3)cc1 (centres undefined)	2.8%	-0.6%
CCOC(=O)c1c(-c2ccccc2)nnn1-c1nc(OC)nc(N2CCOCC2)n1	.	3.3%
COc1cc2c(cc1OC)CN(C(=O)COc1ccc(C)c(C)c1)CC2	4.3%	0.5%
CN1C(=O)/C(=C\c2ccc(OC(=O)c3ccc(Cl)cc3)cc2)SC1=S	3.6%	6.6%
COc1ccc(C(C)(C)C)cc1NC(=O)C1CC(=O)N(c2ccccc2)C1 (centres undefined)	3.9%	0.7%
CCOc1ccc(-n2nc(C(=O)N3CCN(CC)CC3)c3ccccc3c2=O)cc1	.	5.5%
O=C(NCc1nnc(SCC(=O)N2CCCC2)o1)c1ccccc1F	-0.9%	.
Cn1c(=O)c2c(-c3ccc(C(C)(C)C)cc3)n(N3CCOCC3)cc2n(C)c1=O	-6.6%	1.2%
Cc1ccc(CNC(=O)C(=O)NCc2ccccc2)cc1	-0.7%	0.4%
Cc1ccc(NC(=O)c2ccncc2)cc1	-4.3%	4.7%
O=C(NCCc1ccccc1)C1CCCN(S(=O)(=O)c2cccs2)C1 (centres undefined)	-4.6%	-6.4%
CCCCNC(=O)CN(C1CCCCC1)S(C)(=O)=O	1.1%	-1.3%
CN(C)C=NC1=NN(c2ccccc2)CC1	-3.7%	0.6%
COC(=O)c1cccc(NC(=O)C2COc3ccccc3O2)c1C (centres undefined)	-11.3%	-1.2%
COc1cccc(NC(=O)C23CCC(C)(C(=O)O2)C3(C)C)c1 (centres undefined)	.	-0.1%
CCCCn1c(N)nc2ccccc21	.	0.2%
O=C(NCc1ccccc1)c1cc2nc(C3CC3)cc(C(F)(F)F)n2n1	.	3.1%
O=C(CCC(=O)N/N=C/c1ccccc1C(F)(F)F)N/N=C/c1ccccc1C(F)(F)F	-0.2%	2.6%
CCN1CCCC1CN(Cc1cc2cc(C)cc(C)c2[nH]c1=O)C(=O)Nc1ccccc1OC (centres undefined)	-6.9%	1.7%
COc1cc(N2C(=O)NC(=O)/C(=C\c3cc(I)c(O)c(OC)c3)C2=O)c(OC)cc1Cl	0.1%	-3.1%
CC1=C(C(=O)Nc2ccccn2)C(c2cccnc2)n2nnnc2N1 (centres undefined)	-9.5%	1.5%
CCOC(=O)c1c(NC(=O)c2ccc3c(c2)OCO3)sc(C(=O)Nc2ccccc2F)c1C	5.2%	-1.7%
C=CCOc1ccc(/C=C2\C(=O)C(C(=O)OC)=C(C)N2c2ccc(F)cc2)cc1	6.0%	-3.6%
Cc1ccccc1/C=N/N1CCN(Cc2ccc(Cl)cc2)CC1	0.4%	-2.7%
O=C(O)/C(=C\c1cccc(Br)c1)NC(=O)c1ccccc1	1.9%	-2.3%
Cc1ccc(C2/C(=C(\O)c3c(C)nc4ccccn34)C(=O)C(=O)N2CCCN(C)C)o1 (centres undefined)	-6.1%	7.1%
O=C(NC1CCCCC1)C(c1ccco1)N(Cc1ccco1)C(=O)c1ccco1 (centres undefined)	-12.2%	3.0%
COC(=O)c1ccc2c(=O)n3c(nc2c1)SCC(c1ccccc1)=N3	-2.1%	-3.2%
Cn1nc(-c2ccccc2F)c2cc(C(=O)N3CCN(C(=O)c4ccco4)CC3)sc21	8.4%	1.4%
COc1ccc(-c2nnc(NC(=O)c3cccs3)s2)cc1OC	0.4%	0.9%
CCOC(=O)C1=C(O)/C(=C/c2cccc(Br)c2)SC1=Nc1ccccc1	6.9%	-5.1%
Fc1ccccc1OCCCCn1cncn1	-3.2%	-0.1%
Cc1ccc(C)c(S(=O)(=O)C(C#N)c2nc3ccccc3nc2N2CCCC2)c1 (centres undefined)	11.9%	48.1%
CC(=O)Nc1ccc(N2C(=O)C3C4c5ccccc5C(c5ccccc54)C3C2=O)cc1Cl (centres undefined)	-3.0%	3.7%
O=C1S/C(=C/c2ccccc2)C(=O)N1CNc1ccccc1F	3.1%	5.3%
Cc1c(C(=O)OCC(C)C)[nH]c2c1C(=O)CC(c1ccco1)C2 (centres undefined)	-7.8%	1.7%
CCN(CC)CCOC(=O)C1(c2ccccc2)CCOCC1	-0.7%	8.4%
CCOc1ccc(OCC)c(NC(=O)Cn2cccc2)c1	1.0%	2.6%
O=c1ccc2cc(S(=O)(=O)N3CCN(c4cc(Cl)ccc4Cl)CC3)ccc2o1	.	-0.7%
N#CCSc1nnc(COc2cccc3ccccc23)n1-c1cccc(Cl)c1	-1.6%	-6.7%
O=C(NCc1ccc(Cl)c(Cl)c1)c1ccco1	-7.7%	-4.2%
O=C(CN1C(=O)C2C3C=CC(C3)C2C1=O)NCCC1=CCCCC1 (centres undefined)	5.5%	4.0%
O=S(=O)(Nc1cccnc1)c1cc(Cl)c(Cl)cc1Cl	3.9%	1.5%
C=CCn1c(SCC(=O)Nc2c(C)cccc2C)nnc1-c1ccncc1	-6.4%	0.2%
Nc1cc(-c2ccc(Br)cc2)nn1S(=O)(=O)c1ccccc1	-3.5%	-4.3%

An excerpt from above in order of their number in MKP-3 inhibition, high to low.
SMILES	MKP-3 inhibition	Hsp70 inhibitors
Cc1ccc(C)c(S(=O)(=O)C(C#N)c2nc3ccccc3nc2N2CCCC2)c1 (centres undefined)	11.9%	48.1%
CCOC(=O)C1=C(O)/C(=C/c2cccc(Br)c2)SC1=Nc1ccccc1	6.9%	-5.1%
CCN(CC)CCOC(=O)C1(c2ccccc2)CCOCC1	-0.7%	8.4%
Fc1ccccc1OCCCCn1cncn1	-3.2%	-0.1%
Nc1cc(-c2ccc(Br)cc2)nn1S(=O)(=O)c1ccccc1	-3.5%	-4.3%
C=CCn1c(SCC(=O)Nc2c(C)cccc2C)nnc1-c1ccncc1	-6.4%	0.2%
O=C(NC1CCCCC1)C(c1ccco1)N(Cc1ccco1)C(=O)c1ccco1 (centres undefined)	-12.2%	3.0%

The list goes on:
SMILES	MKP-3 inhibition	Hsp70 inhibitors
Cc1ccc(N(C)C)cc1NC(=O)CCC(=O)O	-0.8%	-4.1%
CSc1sc(C(=O)O)c2c1C(=O)CCC2	15.6%	6.6%
Cc1ccc(NC(=O)CN2C(=O)S/C(=C/c3ccc(-c4cc(C(=O)O)ccc4C)o3)C2=O)cc1C	.	-58.9%
CN(C)c1c([N+](=O)[O-])ncn1C	.	-1.0%
COc1ccc2oc(=O)c(-c3ccc(I)cc3)cc2c1	-1.2%	5.6%
COC(=O)c1ccc(NC(=O)CSC(N)=O)cc1	1.6%	-26.9%
O=C(CSc1nnc(C2CC2)n1Cc1ccccc1)NCc1ccccc1	.	-1.9%
CC(=O)c1cccc(NC(=O)/C=C/c2ccccc2)c1	0.2%	5.1%
COc1ccc(N2C(=O)CC(Cc3ccccc3OC)C2=O)cc1 (centres undefined)	2.5%	-2.3%
O=C(CNS(=O)(=O)c1ccc(Br)s1)Nc1ccc2c(c1)OCCO2	5.9%	-2.1%
O=C(/C=C/c1ccccc1)NC(=S)Nc1cccc(C(F)(F)F)c1	1.4%	1.1%
CC1CC(Nc2ccccc2)c2ccccc2N1C(=O)/C=C/c1ccco1 (centres undefined)	5.1%	6.0%
Cc1cc([N+](=O)[O-])c2[nH]c(C(=O)N/N=C/c3ccncc3)c(-c3ccccc3)c2c1	4.3%	4.8%
COCCOCCn1c(CCCO)nc2ccccc21	-0.7%	6.6%
CCOc1ccc(NC(=O)/C(=C\c2cccnc2)NC(=O)c2ccc(C)cc2)cc1	0.2%	1.2%
CCOC(=O)c1ccc(N2N=C(C)/C(=C/C=C/c3ccco3)C2=O)cc1	.	0.7%
COC(=O)c1ccc(NC(=O)CC2C(=O)N(c3ccc(C)cc3)C(=O)N2CC(C)C)cc1 (centres undefined)	.	4.3%
CCOc1ccc(-c2nnc3ccc(SCC(=O)N4CCN(c5ccccc5)CC4)nn23)cc1	-5.2%	1.7%
CCC(C(=O)c1ccc(O)cc1)c1ccccc1 (centres undefined)	-16.9%	-4.2%
N=c1sc(Cc2ccccc2Cl)cn1CC(=O)c1ccc(Br)cc1	1.8%	4.5%

With a hit mark in Hsp70 inhibitors (from the list above):
SMILES	MKP-3 inhibition	Hsp70 inhibitors
CC(C)OC(=O)c1c(NC(=O)c2cccnc2)sc2c1CCCCC2	-1.3%	80.1%*

The list goes on.
SMILES	MKP-3 inhibition	Hsp70 inhibitors
CCOc1ccccc1N(CC(=O)NC(C)(C)C)C(=O)c1ccc(CN2CCOCC2)o1	-10.3%	4.4%
NNC(=O)c1n[nH]c2c1CCCCCCCCCC2	2.6%	2.3%
Cc1ccc2c(CN3CCC(C)CC3)cc(=O)oc2c1	.	-3.3%
CC(C)Cc1nnc(NS(C)(=O)=O)s1	.	-3.4%
CCc1nc(OCCN(C)C)c2oc3ccccc3c2n1	-13.2%	-3.2%
Cc1cc(NCCN(C)C)n2nc(-c3cccs3)cc2n1	-13.6%	-4.4%
CCCC(=O)N1CCc2cc(OC)c(OC)cc2C1c1cc2cc3c(cc2[nH]c1=O)OCO3 (centres undefined)	.	2.8%
COc1ccc(C(=O)Nc2ccc(N(C)C)cc2)cc1	-0.7%	1.8%
C=CCNS(=O)(=O)c1ccc(OC)c(C)c1	-15.3%	7.6%
CCOC(=O)C(Cc1c[nH]c2ccccc12)NC(=O)c1cc2ccccc2oc1=O (centres undefined)	-0.3%	-1.3%
O=C1/C(=C/c2ccc(F)cc2)SC(=S)N1c1ccc(Cl)cc1	4.1%	1.8%
Cc1ccc(NC(=O)O/N=C\c2ccc(F)cc2)cc1	0.1%	-5.8%
Cc1cc(C)nc(NS(=O)(=O)c2ccc(NS(=O)(=O)c3ccccc3)cc2)n1	.	-2.5%
Cc1cc(C(N)=O)c2cc(Br)ccc2n1	2.4%	9.2%
O=C(NCc1ccco1)C1CCN(S(=O)(=O)N2CCC3(CC2)OCCO3)CC1	-6.2%	2.9%
NS(=O)(=O)c1ccc(Nc2nnc(-c3ccccc3)c3ccccc23)cc1	0.8%	-3.8%
O=S(=O)(CCc1ccccc1)/N=C/c1cc(Br)ccc1O	-0.4%	-6.4%
CCOC(=O)N1CCC(NCCNC(=O)c2ccc(Cl)cc2)CC1	-6.4%	-0.3%
CCOC(=O)CCc1nc2ccccc2[nH]1	-3.1%	-1.3%
O=C(NN1C(=O)CSC1=S)c1ccccc1Cl	0.0%	2.1%
COc1ccc(CP(=O)(c2ccccc2)c2ccccc2)cc1	-0.8%	-1.2%
CCOC(=O)c1c(-c2ccc(-c3ccccc3)cc2)csc1NC(=O)C(C)C	1.0%	-1.3%
C=CCNc1nc(N)c(C(=O)Nc2cc(C)on2)s1	-1.4%	7.8%
COc1cc(/C=C2/SC(=S)N(C)C2=O)ccc1OCc1ccc(Br)cc1	-0.1%	2.8%
Cc1ccc(-c2nn3c(C)nnc3s2)cc1NC(=O)c1cccnc1	-6.9%	-4.8%
COc1ccccc1-c1cc(C(=O)Nc2cc(C)n(Cc3ccc(Cl)cc3)n2)no1	5.2%	2.6%
Cn1c2c(c(=O)n(C)c1=O)C(c1ccc(Br)cc1)C1=C(N2)c2ccccc2C1=O (centres undefined)	2.5%	-0.2%
CC(=O)c1c(-c2ccccc2)c2cc(C)ccc2[nH]c1=O	2.8%	-6.4%
CCc1cc2c(=O)c(-c3cscn3)coc2c(CN(C)C)c1O	3.8%	-0.6%
O=C(Nc1nccs1)c1ccc2c(c1)C(=O)N(C1CCCCC1)C2=O	3.1%	-1.6%
CCCCOC(=O)Nc1nnc(COc2ccccc2)s1	3.2%&0.4%	-0.3%&-1.1%
Cc1c(NC(=O)CCN2C(=O)S/C(=C\c3ccc(Cl)cc3)C2=O)c(=O)n(-c2ccccc2)n1C	2.2%	6.4%
Cn1cnc2cc(NCc3ccc(Cl)cc3)ccc21	2.0%	-4.7%
COc1ccc(C2(CNC(=O)c3cc4ccccc4o3)CCOCC2)cc1OC	3.5%	-3.8%
O=S(=O)(/N=C/c1c(O)ccc2ccccc12)c1cccs1	.	8.5%
CC1(C)CC(=O)C2=C(C1)N(c1cccc(O)c1)C1=C(C2)C(=O)CC(C)(C)C1	-3.0%	11.8%
Cc1ccc(NC(=O)COc2ccc(Cl)cc2C)c([N+](=O)[O-])c1	0.7%	-3.3%
Nc1nonc1C(=O)NCCNC(=O)c1cccc(Br)c1	-2.9%	3.8%
COc1cc2nc(CN3CCN(c4ncc(C(F)(F)F)cc4Cl)CC3)[nH]c(=O)c2cc1OC	-10.5%	-0.8%

An excerpt; the hit share may differ from the screen's.
